Screens: PubChem, several laboratories
HUVEC tox TNFa: cytotoxicity in TNFa-stimulated HUVEC, primary screen, cytotoxicity control for VCAM1 expression modulator project, imaging, Hoechst nuclei count. HUVEC TNFalpha-stimulated, Hoechst cell count. cell count reduction, % at 2 µM. 0.17% of 93,000 active. AID 848, 2007;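 active means cell count reduction exceeding the screen mean by over 5 SD, scaled to untreated wells per plate, cut at about 78% in these data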;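 further: cells counted after 24 h of TNF alpha exposure following the 1 h pretreatment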
CYP2C19 act: human CYP2C19 activators, primary screen, biochemical, luminescence. recombinant CYP2C19, luciferin-H EGE luminescence; hits give high values; 0 = fully inhibited enzyme, 1 = untreated enzyme. activation factor at 5 µM. 96,000 tested, under 10 active;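 active means activation factor of at least 2 at 5 µM in the primary screen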;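 further: 0 = wells with 2.5 mM tranylcypromine and 1 = vehicle-only wells; values of inactives mirror those of a sister screen read the other way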
Target sequence (P33261 whole entry, looked up): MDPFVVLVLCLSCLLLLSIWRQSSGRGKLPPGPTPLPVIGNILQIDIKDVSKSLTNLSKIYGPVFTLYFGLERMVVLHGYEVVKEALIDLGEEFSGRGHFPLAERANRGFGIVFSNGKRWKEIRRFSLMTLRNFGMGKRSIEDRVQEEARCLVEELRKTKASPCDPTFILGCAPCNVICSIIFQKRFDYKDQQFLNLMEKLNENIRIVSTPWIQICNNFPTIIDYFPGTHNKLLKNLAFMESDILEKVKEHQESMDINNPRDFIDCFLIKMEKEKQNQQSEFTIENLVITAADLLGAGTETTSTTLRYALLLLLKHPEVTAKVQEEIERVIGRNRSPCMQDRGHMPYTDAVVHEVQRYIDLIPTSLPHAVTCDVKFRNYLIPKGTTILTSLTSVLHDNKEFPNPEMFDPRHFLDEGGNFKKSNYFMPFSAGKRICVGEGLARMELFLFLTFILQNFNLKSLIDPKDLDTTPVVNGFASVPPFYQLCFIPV
Calb biofilm kill: clotrimazole potentiators killing Candida biofilms, primary screen, with clotrimazole, Alamar Blue. C. albicans biofilm + clotrimazole. inhibition, % at 6 µM. 0.14% of 85,000 active;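 active means inhibition above 20%; inactive means inhibition below 20%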;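 further: preformed 24 hr biofilms exposed to compound for 48 hr; 0% = biofilm without compound and 100% = blank killed by clotrimazole plus chlorhexidine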
VCAM1 TNFa inh: inhibitors of TNFa-induced VCAM1 expression, primary screen, imaging, HUVEC, TNFa stimulus, immunofluorescence; HUVEC TNFa-induced VCAM-1 immunofluorescence, high-content imaging; inhibition, % at 2 µM; 0.48% of 95,000 active; AID 802, 2007;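 active means inhibition above the batch mean plus 3 SD, with images confirmed as a hit by eye, cut at about 37% in these data; inconclusive means inhibition above that limit but hit not confirmed in images; inactive means inhibition not above that limit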;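 further: 0% = TNF-stimulated DMSO wells and 100% = unstimulated control wells; not every result past the cut was called active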
CYP2C9 act: human CYP2C9 activators, primary screen, biochemical, luminescence; Cytochrome P450 2C9 (Homo sapiens), P11712; recombinant CYP2C9, luciferin-H conversion; hits give high values; factor 1 = untreated enzyme, 0 = blocked; activation factor at 5 µM; AID 1024, 2008; 1.4% of 96,000 active;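 active means activation factor of 2 or more for CYP2C9 at a 5 µM dose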;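 further: 0 = sulfaphenazole-blocked wells and 1 = vehicle-only wells; values of inactives mirror those of a sister screen read the other way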
HUVEC tox IL1B: cytotoxicity in IL-1B stimulated HUVEC, primary screen, cytotoxicity control for IL-1B NFkB translocation project, imaging, Hoechst nuclear count, IL-1B stimulus; cell count reduction, % at 2 µM; HUVEC cell count loss; 0.41% of 94,000 active;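 active means cell count reduction more than 3 SD above the screen-wide mean, cut at about 70% in these data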;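 further: normalized per plate to untreated control cells as the no-loss baseline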
DAT uptake mod: changed hDAT dopamine uptake under cocaine IC80, either direction, primary screen, cocaine antagonist project, cell-based, LLC-PK1 hDAT, [14C]-dopamine uptake, MLSMR; 1.3% of 110,000 active; AID 449768, 2010; LLC-PK1 hDAT cells, [14C]-dopamine uptake with cocaine IC80; actives deviate in either direction; Sodium-dependent dopamine transporter (Homo sapiens), Q01959; B-score at 10 µM;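 active means Z score or B-score, a plate-position-corrected score, falls beyond the plate's 99.7% confidence bounds, in either direction; inactive means both scores lie inside the 99.7% bounds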;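 further: scored against the spread of the other compound wells on the same plate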
Target sequence (Q01959 whole entry, looked up): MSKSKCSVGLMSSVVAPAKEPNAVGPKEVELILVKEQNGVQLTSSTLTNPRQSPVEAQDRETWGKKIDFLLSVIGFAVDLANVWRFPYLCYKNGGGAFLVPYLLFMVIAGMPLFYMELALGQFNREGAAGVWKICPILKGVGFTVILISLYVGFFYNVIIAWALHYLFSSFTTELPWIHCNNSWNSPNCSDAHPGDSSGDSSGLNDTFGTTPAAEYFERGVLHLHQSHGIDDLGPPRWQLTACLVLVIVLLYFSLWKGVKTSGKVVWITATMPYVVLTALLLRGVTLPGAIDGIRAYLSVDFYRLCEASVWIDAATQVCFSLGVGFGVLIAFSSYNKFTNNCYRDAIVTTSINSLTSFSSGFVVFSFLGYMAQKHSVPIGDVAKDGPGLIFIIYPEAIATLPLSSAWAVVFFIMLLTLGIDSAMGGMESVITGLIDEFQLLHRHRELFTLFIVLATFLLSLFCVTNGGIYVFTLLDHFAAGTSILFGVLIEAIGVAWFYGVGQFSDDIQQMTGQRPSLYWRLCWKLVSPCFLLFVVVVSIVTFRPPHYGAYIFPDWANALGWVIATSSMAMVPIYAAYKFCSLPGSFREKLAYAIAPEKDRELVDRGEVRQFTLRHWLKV
CYP2C19 inh: blockers of cytochrome P450 2C19 activity – biochemical, luminescence, ADME assay, primary screen; CYP2C19 Supersomes, luciferin-H EGE luminescence, 30 min; 21% of 96,000 active; P33261; inhibition, % at 5 µM;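 active means CYP2C19 inhibition above a set limit at 5 µM in the primary screen, cut at about 50% in these data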;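 further: plate controls were negative control wells for no effect and 2.5 mM tranylcypromine positive control for full effect; values of inactives mirror those of a sister screen read the other way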
CYP2C9 inhib: blockers of cytochrome P450 2C9 activity – biochemical, luminescence, ADME assay, primary screen; 20% of 96,000 active; CYP2C9 Supersomes, luciferin-H conversion; inhibition, % at 5 µM;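 active means blocking of liver enzyme CYP2C9 beyond about 50% at 5 µM, limit read from the data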; further: values of inactives mirror those of a sister screen read the other way
* hit, by the source's call; ? = inconclusive; nt = no result given.

SMILES	HUVEC tox TNFa	CYP2C19 act	Calb biofilm kill	VCAM1 TNFa inh	CYP2C9 act	HUVEC tox IL1B	DAT uptake mod	CYP2C19 inh	CYP2C9 inhib
CCOC(=O)c1nn(-c2ccc(Cl)cc2)c2nc(Nc3ccccc3)cc(=O)n12	3	1.1	nt	30	0.7	20	nt	-8	33
COc1ccc(/C=N/NC(N)=S)cc1OC(=O)c1ccccc1	-6	0.9	nt	21	0.5	-1	-0.56	6	47
COC(=O)Cc1c(C)c2ccc(OCc3nn[nH]n3)cc2oc1=O	-3	0.9	7	13	0.7	-5	0.13	12	32
N#CC1=C2C=CC=CN2CC1=O	4	1.1	1	-10	0.9	-8	0.031	-7	10
Cc1ccc(-c2nn(CC(N)=O)c(=O)c3ccccc23)cc1S(=O)(=O)N(C)C	-4	1.2	2	10	0.4	0	-1.4	-24	59*
CC(=O)Nc1cccc(NC(=O)CSc2nnc(Cc3cccn3C)n2-c2ccc(C)cc2)c1	1	1	nt	17	0.6	-30	-0.39	3	38
COc1ccccc1C(=O)NCCn1ccc2ccccc21	-46	0.1	8	0	1.1	-49	-0.0014	88*	-5
CCN(CC)S(=O)(=O)c1cccc(-c2nnc(SCCOc3ccccc3)o2)c1	-35	0.1	5	12	1.4	-39	0.28	94*	-38
COc1cc(NC(=O)c2ccco2)c(OC)cc1NC(=O)CCC(=O)Nc1cc(C)ccc1C	-8	0.7	0	-2	0.5	-12	-0.41	28	46
CCN1CCN(C(=O)C2=C(C(=O)O)CCCC2)CC1	2	0.9	1	5	0.9	-39	-1.4	7	13
O=C(CSc1ccc(Cl)cc1)Nc1ccc(N2CCN(c3ccccc3)CC2)c(F)c1	16	0.8	nt	31	0.9	-1	0.65	25	7
O=c1n(-c2ccccc2)c(=O)n2n1CCCC2	-7	1.1	8	14	0.8	-4	0.66	-10	19
Cc1ccc(S(=O)(=O)N2CCOCC2)c2nsnc12	4	0.8	0	-17	1.5	-10	-0.61	19	-54
Nn1c(Cc2cccc3ccccc23)nnc1SCC(=O)NC1CCS(=O)(=O)C1 (stereo unspecified)	2	1	7	-3	1.3	24	-0.73	2	-34
Cc1nnc(NC(=O)CSc2nnc(Cc3cccn3C)n2C)s1	28	0.9	nt	-13	1	3	-0.2	12	1
C=CCNC(=O)c1ccc(CNS(=O)(=O)c2ccc(NC(C)=O)cc2)cc1	-17	0.9	nt	4	0.4	-13	0.062	9	57*
NC(=O)c1ccccc1NC(=O)CCc1ccccc1	nt	0.8	7	nt	0.9	nt	0.088	17	14
CCN(CC)C(=O)CCCOc1ccc(Cl)cc1Cl	-30	0	nt	-11	0.8	-14	-0.56	97*	21
CN(/N=C/c1cccnc1)c1cnn(-c2ccc(F)c(Cl)c2)c(=O)c1Cl	-18	0.7	1	20	0.5	1	-0.63	29	48
CSCCC(NC=C1C(=O)OC(C)(C)OC1=O)C(=O)O (stereo unspecified)	-17	1	10	3	0.9	-3	-0.36	0	11
COc1ccc(S(=O)(=O)N2CCC(C(=O)N3CCCC3)CC2)cc1Cl	-26	0.1	6	24	0.8	-25	0.022	89*	22
COC(=O)c1cc(C(=O)OC)cc(S(=O)(=O)Nc2ccc(Cl)c(N)c2)c1	-24	0.1	3	1	1	-3	-0.96	94*	2
CC1CCCN(c2nc3c(c(=O)[nH]c(=O)n3C)n2CCSc2nc3ccccc3o2)C1 (stereo unspecified)	-28	1.1	11	-2	1	-12	0.25	-9	3
CCCNS(=O)(=O)c1ccc(OCC(=O)N2CCOCC2)cc1	0	nt	8	13	nt	-20	-0.18	nt	nt
Cc1ccc2cc3c(NC(=O)c4ccco4)nn(CC(C)C)c3nc2c1	6	1	-2	6	1	-10	-0.3	4	2

(listing goes on)
SMILES	HUVEC tox TNFa	CYP2C19 act	Calb biofilm kill	VCAM1 TNFa inh	CYP2C9 act	HUVEC tox IL1B	DAT uptake mod	CYP2C19 inh	CYP2C9 inhib
COC(=O)c1cc(-c2c(C)oc3cc(OC)ccc3c2=O)c(C)o1	-4	1.1	11	-2	1	-25	0.49	-14	1
COCCCNC(=O)c1ccc2c(c1)CCN2S(C)(=O)=O	4	1.2	-1	-4	1.2	11	-0.043	-19	-24
C=CCCC(=O)Nc1nc(C)c(-c2csc(Nc3cc(OC)ccc3OC)n2)s1	-34	0.9	nt	14	0.5	-7	-0.61	9	52*
Cc1ccc(NC(=O)NC(=O)N(c2ccccc2)S(C)(=O)=O)cc1	-13	0.9	nt	-17	1	-4	0.55	10	-4
Cc1nn2c(N3CCN(C(=O)c4ccco4)CC3)cc(C(C)(C)C)nc2c1-c1ccccc1	-45	0.9	4	-2	0.4	-12	0.37	9	58*
Cc1onc(-c2c(F)cccc2Cl)c1C(=O)OCn1nnc2ccccc2c1=O	-7	nt	3	2	nt	-108	0.2	nt	nt
CC(C)C[C@H](NC(=O)OC(C)(C)C)c1nnc(SCc2cccc(F)c2)o1	-18	0.7	-1	-11	0.9	6	0.83	35	8
COc1cc2c(cc1OC)C1=C(C#N)CC/C(=N\S(=O)(=O)c3ccccc3)N1CC2	nt	0.3	6	nt	0.1	nt	-0.45	69*	87*
COc1ccc(NC(=O)CSc2nc(N3CCCCC3)nc(N3CCCCC3)n2)cc1	0	1.1	4	-2	1.1	4	-0.74	-9	-8
Cc1csc2ncc(C(=O)Nc3cccc(C(F)(F)F)c3)c(=O)n12	nt	1	-7	nt	1.1	nt	0.021	0	-11
COc1ccccc1N(CC(=O)Nc1c(C)cccc1C)S(C)(=O)=O	-12	0.8	16	-10	1	-11	-0.27	25	4
CCOc1ncccc1C(=O)OCc1nnc(-c2ccccc2)o1	-25	0.2	5	-7	0.7	1	0.052	84*	28
COC(=O)COn1c(SC(C)C)nc2ccccc2c1=O	-16	1	4	-15	0.9	-163	-0.069	5	9
CCCCn1c(SCC(=O)NCc2ccco2)nnc1-c1ccco1	-23	0.9	3	-3	1.1	-22	-0.41	5	-6
Cc1ccccc1NC(=O)NCCc1nc2ccccc2[nH]1	-7	0.4	5	17	0.7	-11	0.43	60*	29
COc1ccc(S(=O)(=O)N2CCCC2C(=O)Nc2ccc(C(C)=O)cc2)cc1 (stereo unspecified)	nt	0.4	14	nt	0.7	nt	0.8	57*	30
CC(C)CCNC(=O)C1CCN(c2nc3ccccc3o2)CC1	-39	0.8	nt	-4	0.8	14	-0.28	19	22
Cc1ccc(-c2nnn(CC(=O)NC3CC4CCC3C4)n2)cc1 (stereo unspecified)	-5	0.9	3	0	0.8	-7	0.49	10	24
CNc1nc(-c2ccc([N+](=O)[O-])cc2)cs1	-12	0.6	nt	-1	1	-10	0.5	44	-2
CCOC(=O)CN1CC23C=CC(O2)C(C(=O)Nc2ccc(F)cc2)C3C1=O (stereo unspecified)	-18	0.6	7	8	1.2	-29	0.6	41	-22
Cc1ccc(NC(=O)CN2C(=O)C3CCCCN3C(=O)c3ccccc32)cc1 (stereo unspecified)	-18	0.9	8	3	0.9	-14	0.31	10	13
CCc1ccccc1N(CC(=O)OC)S(C)(=O)=O	-15	0.9	5	9	1	16	-1.6	9	-4
O=C(Nc1nnc(-c2cccs2)o1)c1cccc(Oc2ccccc2)c1	-8	1	3	17	0.8	-3	0.083	-4	22
COc1ccc(OC)c(NC(=O)C2CCCN(S(=O)(=O)c3cccc4nsnc34)C2)c1 (stereo unspecified)	-6	0.3	4	-28	0.7	9	1.7	67*	34
CSc1nnc2c3c4c(sc3c(=O)n(-c3ccccc3)n12)CC(C)(C)OC4	-17	0.9	2	-5	0.9	-15	0.71	7	6

Additional entries
SMILES	HUVEC tox TNFa	CYP2C19 act	Calb biofilm kill	VCAM1 TNFa inh	CYP2C9 act	HUVEC tox IL1B	DAT uptake mod	CYP2C19 inh	CYP2C9 inhib
COC(=O)C1=CN(c2cccc(C)c2)C=C(C(=O)OC)C1c1cc(OC)c(O)c([N+](=O)[O-])c1	-7	0.7	nt	4	0.5	9	0.43	32	51*
COC(=O)C1=C(C)NC(C)=C(C(=O)OC)C1c1ccc(NC(C)=O)cc1	-17	0.7	9	1	0.5	1	0.43	33	52*
O=C(CCCc1ccccc1)Nc1cccc2c1CCCC2	-10	1	6	-2	2.6*	11	-0.34	-1	-157
CC(=O)NC1=NN(C(C)=O)C(C)(CS(=O)(=O)c2ccc(C)c(C)c2)S1 (stereo unspecified)	-11	0.8	2	0	0.9	21	-0.29	18	5
CN(C)c1cccc(C(=O)NC2CCCCCC2)c1	-21	0.8	2	5	1.2	-22	-0.028	22	-19
CN(C)CCOC(=O)C12CC3CC(CC(C3)C1)C2	-9	1.1	-3	-16	1	9	0.11	-6	0
Cn1c(-c2ccc(CN3CCCCC3)o2)nc2ccccc21	-14	1	10	-13	1	-76	nt	5	2
CCCCN1C(=O)C2C(c3ccc(OC)cc3O)NC(CC(C)C)(C(=O)O)C2C1=O (stereo unspecified)	-15	1.1	15	-6	1.2	1	0.045	-11	-20
CCc1nnc(NC(=O)CCC(=O)N2CCN(CCOc3ccc(C)cc3)CC2)s1	-43	0.8	6	-1	0.7	-28	-0.72	17	29
COc1ccc(-n2c(N)c(-c3nc4ccccc4n3C)sc2=S)cc1	16	1.1	nt	2	1.1	-34	0.58	-14	-8
Cc1ccc(Sc2nc(C)cc(C)c2S(C)(=O)=O)cc1	-9	0.5	nt	23	0.4	-20	0.62	47	64*
COCCCNC(=O)c1cn(C)c(=O)c2cc(OC)c(OC)cc12	100*	1.1	7	?	1	24	-1.6	-10	-1
Cc1ccc(S(=O)(=O)NCCOC(=O)Nc2sc(=S)n(C)c2C)cc1	-24	0.3	3	-1	1	-73	nt	73*	-3
O=c1c2ccccc2sn1-c1cc(S(=O)(=O)N2CCOCC2)ccc1N1CCOCC1	nt	0.3	nt	nt	0.5	nt	-0.89	66*	54*
CC1=CC(C)(C(Cl)Cl)C(C)=CC1=O (stereo unspecified)	-19	nt	7	10	nt	-28	-1.6	nt	nt
Cc1cc(N2C(=O)CCC2=O)n(-c2ccccc2)n1	5	1.1	8	6	1.2	-43	0.3	-15	-23
O=C(NCC1COc2ccccc2O1)C1CCCN(S(=O)(=O)c2cnc[nH]2)C1 (stereo unspecified)	nt	0.1	13	nt	0.5	nt	-0.087	90*	50*
Cc1ccc(-c2cc3nc4c(c(=O)n3[nH]2)CCCC4)cc1	5	nt	nt	1	nt	13	-0.25	nt	nt
Cc1ccc(S(=O)(=O)c2nc(-c3ccccc3)oc2NCCN2CCOCC2)cc1	-3	0.8	-3	-1	0.6	-37	0.021	23	39
O=C(c1ccco1)N(CCCN1CCOCC1)c1nc(-c2ccc(Cl)cc2)cs1	-11	0.1	4	6	0.1	-34	0.033	87*	92*
CCC(=O)Nc1cc(C)c(NC(=O)CCc2ccccc2)cn1	nt	1.1	3	nt	0.9	-40	-0.94	-14	7
COc1ccc(CC(=O)c2ccc(O)cc2O)cc1OC	-5	0.1	9	28	0.5	4	nt	88*	54*
Cn1c(=O)c2c(ncn2CC(=O)N2CCCc3ccccc32)n(C)c1=O	-28	1.1	nt	6	1.1	-2	0.018	-14	-7
